# Vif-APOBEC3F blk: blocks the Vif interaction with APOBEC3F; 390,000 compounds, 0.2% hits; Potency, µM (doses to about 46.1 µM), for the others: at the top dose activity, negative = active; HeLa A3F-eYFP + Vif (tagged APOBEC3F with the HIV-1 protein that degrades it), YFP fluorescence increase; also: potency is read from the fitted curve at half-maximal effect; % of control where 0% means no effect; nearly all actives have a fitted effect of over 65% in size
#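 Fluorescence increase (Ex 488/Em 500-530) after overnight compound treatment at 37 deg C flags inhibition of Vif-driven A3F-eYFP loss in stable HeLa A3F-eYFP/Vif cells seeded overnight beforehand.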
# PI4K2A inh: blocks human PI4K2A kinase activity; Q9BTU6; purified PI4K2A, ADP-Glo luminescence, 1 h; stronger effect = lower value; activity change, negative = inhibition, % at 76.9 µM; 420,000 compounds, 0.13% hits; in the data active = activity change below about -50%; inconclusive = mostly about -30% to -49%;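 also: -100% = wells without enzyme as full effect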
#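 ADP-Glo luminescence measured ADP generated by PI4K2A enzyme (4 ug/mL before mixing) with 1.2 mM PI substrate (pre-mix) and 300 microM ATP (pre-mix). Tris pH7.5 buffer with MgCl2, Triton X-100; 1 h reaction at ambient temperature.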
# RXFP1 ag: activates the human relaxin receptor RXFP1. Q9HBX9. HEK293T-RXFP1 cAMP TR-FRET, 30 min; response scale: percent of porcine relaxin response, buffer zero. Potency, µM (top dose mostly 57.5 µM), inactives show at the top dose activation, hits mostly activators. 370,000 compounds, 0.3% hits. AID 2676; also: potency is read from the fitted curve at half-maximal effect; % is scaled to controls: 0 for no effect and ±100 for the full control effect; nearly all actives have a fitted effect of over 60% in size; many of its hits are not listed in these tables
#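 Agonist response is measured as cAMP accumulation in an RXFP1-transfected HEK293T line under PDE4 inhibition. Values are scaled between buffer-only and 29 nM porcine relaxin, and EC50s come from standard Hill equation fits.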
# LDHA inh: inhibitors of human lactate dehydrogenase A; purified LDHA, NADH/diaphorase-resazurin fluorescence; stronger effect = lower value; activity change, % (values are at about 110 or 230 µM); 480,000 compounds, 0.15% hits; P00338; AID 1347041; in the data active = activity change below about -30%; inconclusive = mostly about -25% to -30%;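 also: plate controls were DMSO wells for no effect and wells without enzyme for full effect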
#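 Human LDH5 (2 nM) was incubated with 0.06 mM NADH and 0.2 mM pyruvate for 5 min at room temperature in Tris pH 7.4. Remaining NADH was coupled through diaphorase/resazurin, and resorufin fluorescence was read at 0 and 20 min.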
# Vif-A3G inh: Vif-A3G binding inhibition; HeLa A3G-eYFP + Vif (tagged APOBEC3G with the HIV-1 protein that degrades it), YFP fluorescence, overnight; Potency, µM (series often up to 46.1 µM), without a hit: at the top dose activity, negative = active, most hits filed as inhibitors; 410,000 compounds, 0.076% hits;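 also: potency is read from the fitted curve at half-maximal effect; % is scaled to controls: 0 for no effect and ±100 for the full control effect; nearly all actives have a fitted effect of over 60% in size; hits raise eYFP signal because A3G escapes Vif-driven loss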
#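 HeLa cells stably expressing Vif and C-terminally eYFP-tagged A3G, seeded overnight at 37 deg C, then exposed to compound by pintool overnight at 37 deg C. Rise in yellow fluorescence (Ex 488/Em 500-530, Acumen) marks blocked Vif-driven A3G degradation.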
# USP1 inh: USP1/UAF1 (human) deubiquitinase inhibition; O94782; recombinant USP1/UAF1, Ub-Rhodamine cleavage fluorescence; Potency, µM (top dose mostly 57.1 µM), for the others: at the highest dose activity change, negative = inhibition, hits mostly inhibitors; 390,000 compounds, 0.23% hits; also: potency is read from the fitted curve at half-maximal effect; % is scaled to controls: 0 for no effect and ±100 for the full control effect; nearly all actives have a fitted effect of over 60% in size; inactives centre near -12
# Target sequence (O94782 whole entry, looked up): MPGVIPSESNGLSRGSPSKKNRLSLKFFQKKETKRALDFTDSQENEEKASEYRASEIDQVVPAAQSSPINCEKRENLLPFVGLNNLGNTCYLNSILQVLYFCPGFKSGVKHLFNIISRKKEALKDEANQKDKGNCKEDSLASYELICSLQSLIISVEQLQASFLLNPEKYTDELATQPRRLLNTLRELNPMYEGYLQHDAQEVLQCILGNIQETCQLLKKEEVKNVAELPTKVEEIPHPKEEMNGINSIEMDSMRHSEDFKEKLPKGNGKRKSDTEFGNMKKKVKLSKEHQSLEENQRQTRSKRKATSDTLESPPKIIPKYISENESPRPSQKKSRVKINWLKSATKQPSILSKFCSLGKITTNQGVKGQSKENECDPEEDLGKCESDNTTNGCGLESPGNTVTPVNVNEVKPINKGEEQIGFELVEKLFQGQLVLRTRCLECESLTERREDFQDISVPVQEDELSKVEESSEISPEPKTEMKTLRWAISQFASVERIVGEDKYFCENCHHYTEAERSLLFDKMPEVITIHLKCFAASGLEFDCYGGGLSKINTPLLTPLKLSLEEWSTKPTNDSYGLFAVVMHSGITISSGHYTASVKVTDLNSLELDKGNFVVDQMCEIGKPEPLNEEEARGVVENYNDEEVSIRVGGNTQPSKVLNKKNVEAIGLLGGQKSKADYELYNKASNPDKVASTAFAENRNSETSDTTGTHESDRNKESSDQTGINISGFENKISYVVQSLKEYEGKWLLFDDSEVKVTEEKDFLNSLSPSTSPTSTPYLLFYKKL
#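 Step one: compound is pinned into 1nM USP1/UAF1 in HEPES pH 7.8 buffer with TCEP. Step two: 15 min room-temperature incubation. Step three: Ub-Rho (150nM final) starts cleavage, tracked by fluorescence over six one-minute reads.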
# TrxR1 substrate: is turned over as a substrate by rat TrxR1. 390,000 compounds, 0.01% hits. O89049. purified TrxR1 substrate turnover, NADPH consumption readout. Potency, µM (highest dose often 114 µM), inactives show at the top dose activity change, negative = substrate turnover. AID 588456; also: potency is read from the fitted curve at half-maximal effect; % is scaled to controls: 0 for no effect and ±100 for the full control effect; nearly all actives have a fitted effect of over 50% in size
#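 Rat TrxR1, dispensed at 90 nM, was prereduced with 400 uM NADPH (final) for 5 min at ~22 deg C, then incubated with compound 15 min before 400 uM selenite. A first-read NADPH fluorescence drop versus no-compound background flagged substrates.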
# Glioma ERSR ind: ER stress response induction in glioma; AID 602332; U87-MG GRP78 promoter luciferase reporter, 16 h; 420,000 compounds, 0.02% hits; Potency, µM, for inactives: at the highest dose activation, usual class: activators; also: potency is read from the fitted curve at half-maximal effect; series mostly up to about 76 µM; % of control where 0% means no effect; nearly all actives have a fitted effect of over 35% in size
#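 Stably transfected U87-MG human glioma cells carrying a GRP78-based luminescent sensor were seeded at 1000 cells/well, pin-dosed with compounds and incubated 16 h. Luciferase reagent was then added, and end-point luminescence was read after 10 min at room temperature.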
# mIDH1 inhibitor: inhibitors of human mutant IDH1 R132H; 390,000 compounds, 0.093% hits; Potency, µM (highest dose often 76.6 µM), for the others: top-dose activity change, negative = inhibition, actives largely listed as inhibitors; O75874; IDH1-R132H enzyme, NADPH consumption, diaphorase/resazurin fluorescence; also: potency is read from the fitted curve at half-maximal effect; % is scaled to controls: 0 for no effect and ±100 for the full control effect; nearly all actives have a fitted effect of over 65% in size
#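 IDH1-R132H (0.5 ug/mL) preincubated 30 min with compound, then NADPH (0.016 mM) and alpha-KG (2 mM) added; 80 min at RT, pH 7.5. Remaining NADPH coupled via diaphorase/resazurin to fluorescence (540/590 nm); concentration-response curves normalized to no-enzyme control.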
# * = called active by the depositor; ? = inconclusive; / = not tested or not shown; [ ] = remark or other dose. Unless noted, calls follow the shape of the dose curve; as a rule, active = well fitted curve in the direction sought with a large enough effect; inconclusive = small, poorly fitted or top-dose-only effect, or another doubt; inactive = no such curve, though single readings can be large; an effect the other way counts as inactive or inconclusive.
no.	structure	Vif-A3G inh	mIDH1 inhibitor	USP1 inh	PI4K2A inh	LDHA inh	RXFP1 ag	TrxR1 substrate	Glioma ERSR ind	Vif-APOBEC3F blk
1	Cc1ccc(C(=O)N/C(=C/c2ccco2)C(=O)NCCc2c[nH]c3ccccc23)cc1C	2%	-2%	4%	-9	-5	1.1%	-8%	7%	-3%
2	Cc1csc(=O)n1CC(=O)OCC(=O)c1c(N)n(CC(C)C)c(=O)n(C)c1=O	0%	-2%	-11%	0	-4	-0.2%	-2%[57.1 µM]	-4%	-6%
3	Cc1cc2nc(N=C(N)N)nc(C)c2cc1C	0%	5%	-1%	-1	-8	1.5%	2%	-5%	-1%
4	COC(=O)c1cccc(NC(=O)CSc2ncn[nH]2)c1	1%	14%	-11%	6	2	-0.3%	-2%[57.1 µM]	2%	1%
5	COc1ccc(CN=CC2=C(O)CNC2=O)cc1OC	-2%	0%	-2%	-6	-5	0.4%	0%[57.1 µM]	0%	0%
6	CN1CCN(C(=O)C23CC4CC(CC(C4)C2)C3)CC1	0%	9%	-15%	6	1	0.4%	-5%	-4%	3%
7	COc1ccc(C(=O)N/C(=C\c2cn(C)c3ccccc23)C(=O)NCCN2CCOCC2)cc1OC	-5%	-2%	-10%	3	4	-1.7%	3%	-5%	-1%
8	COc1ccccc1NC(=S)NCc1ccccn1	1%	1%	-5%	-19	-6	7.0%	7%[57.1 µM]	-1%	-17%
9	OC(CNCC(c1ccco1)N1CCCCC1)c1ccccc1 (stereo not drawn)	2%	-2%	-3%	10	-31*	-0.1%	-7%	-2%	1%
10	CCOc1cc(/C=N/O)ccc1OCC(=O)Nc1cccc(C)c1	0%	-4%	-17%	4	-6	0.6%	7%	3%	0%
11	COc1ccc(C2C3=C(N=C4SCC(=O)N42)c2ccccc2CC3)cc1OC (stereo not drawn)	3%	5%	-24%	2	14	0.2%	0%[57.1 µM]	7%	0%
12	COC(=O)Nc1ccc2c(c1)ncn2C1CCCCC1	1%	8%	-7%	-4	0	2.0%	0%	1%	-8%
13	COc1ccc(C2=C(C)C(=NCCCN3CCN(c4cc(C)ccc4C)CC3)NS2(=O)=O)cc1	-3%	5%	16%	1	-13	2.5%	5%	-4%	-3%
14	CC1(Cc2ccccc2OC(F)(F)F)C(=O)Nc2c(Cl)ccc(Cl)c21 (stereo not drawn)	-6%	/	/	2	-1	/	/	2%	/
15	CCCCCCCCNS(=O)(=O)CCNC1CCCCC1	5%	9%	-27%	0	2	/	-1%	-4%	7%
16	COC(=O)c1ccc(COc2ccc(/C=C(\C#N)c3nc4ccccc4[nH]3)cc2OC)o1	?	2%	?	6	-1	2.1%	-9%	-6%	?
17	N=c1sccn1CC(=O)Nc1cccc2ccccc12	1%	19%	-5%	0	-4	-0.3%	-1%	8%	2%
18	O=C1COc2ccc(C(=O)COC(=O)c3ccccc3[N+](=O)[O-])cc2N1	-5%	9%	-16%	-2	3	0.7%	-1%	0%	2%
19	CNC(=O)CSc1nc2c(c(=O)n(C)c(=O)n2C)n1Cc1ccc(C)cc1	0%	3%	-9%	1	-3	2.6%	11%[57.1 µM]	-3%	-1%
20	CC(=O)/C(C#N)=C1\NC(=O)C(Cc2ccc(C)c(C)c2)S1 (stereo not drawn)	-4%	-11%	-7%	-1	-2	-0.2%	-7%[57.1 µM]	5%	-9%
21	CCOC(=O)c1ccoc1CN1CCN(S(=O)(=O)c2ccc(C)c(C)c2)CC1	-1%	6%	-12%	0	-1	/	-8%	-3%	5%
22	O=C(NN=Cc1ccc2c(c1)OCO2)c1ccncc1	1%	23%	-17%	4	-8	/	-8%	3%	2%
23	Cc1nn(Cc2ccccc2)c2c1C(c1cccnc1)C(C#N)=C(N)O2 (stereo not drawn)	-28%	-3%	1%	-9	0	0.6%	-1%	1%	/
24	COc1ccc(NC(=O)C2Cc3c(-c4cccc(C(N)=O)c4)ccnc3O2)cc1OC (stereo not drawn)	-10%	/	/	2	0	/	/	-2%	/
25	Cc1ccc(N2C(=O)CC(N3CCN/C3=C3\CC/C(=C\c4ccccc4)C3=O)C2=O)cc1 (stereo not drawn)	2%	5%	-2%	31	-12	-0.2%	-8%	2%	5%

# More results
no.	structure	Vif-A3G inh	mIDH1 inhibitor	USP1 inh	PI4K2A inh	LDHA inh	RXFP1 ag	TrxR1 substrate	Glioma ERSR ind	Vif-APOBEC3F blk
26	CCOC(=O)c1ccc(NC(=O)CSc2nnc(CNC(=O)c3c(F)cccc3Cl)o2)cc1	0%	0%	-13%	-1	-6	0.3%	4%	-3%	-7%
27	CC(C)(C)C(=O)Nc1ccc(Sc2ccc([N+](=O)[O-])cc2)cc1	1%	11%	-16%	-8	2	1.6%	-7%	3%	-2%
28	CCc1ccc(-n2c(=O)c3sc4ccccc4c3n(CC(=O)NC3CCCCC3)c2=O)cc1	-5%	16%	?	4	-12	1.3%	22%	-1%	-11%
29	O=C(CN1CCOCC1)Nc1ccc2c(c1)OC(F)(F)O2	2%	16%	-10%	0	-8	2.5%	11%[57.1 µM]	0%	5%
30	CCOc1ccccc1NC(=O)Nc1cc2c(cc1N1CCCCC1)n(CC)c(=O)n2CC	-2%	-28%	-11%	2	1	-1.9%	2%[57.1 µM]	0%	0%
31	CCOC(=O)c1c(NC(=O)COC(=O)CCOc2ccccc2C)sc(C(=O)NC)c1C	-7%	-2%	1%	1	-10	?	0%	-4%	-8%
32	O=C(Nc1nnc(-c2ccc(F)cc2)o1)c1ccco1	0%	-11%	?	3	0	2.0%	-3%	-1%	0%
33	CCCNC(=O)c1cnn(-c2ccc(C)c(C)c2)c1C1CCN(C(=O)OC(C)(C)C)CC1	3%	12%	-6%	-19	7	-1.4%	3%	0%	0%
34	Cc1ccc(CCNc2nc3ccccc3c3nc(-c4ccccc4)nn23)cc1	4%	3%	?	3	3	1.9%	-1%	0%	-4%
35	Cc1cc(OCC(=O)NCc2ccncc2)ccc1Cl	-4%	-1%	-11%	-1	-8	-0.5%	0%[57.1 µM]	1%	7%
36	N=c1occ(C(=O)c2cc(F)ccc2O)cc1C(=O)NC1CCCCC1	-11%	7%	-25%	4	1	1.1%	2%[57.1 µM]	-1%	-4%
37	Cn1nnnc1SCCCNCc1ccc(-c2cccc(Cl)c2)o1	1%	15%	-13%	2	4	-0.1%	-4%	-3%	-4%
38	Cc1ccc(NC(=O)CSc2nc3c(c(=O)[nH]2)CCCC3)cc1C	2%	2%	-14%	-5	-5	1.7%	5%	-7%	-4%
39	CC1=C/C(=N\Nc2ccccc2[N+](=O)[O-])CC(C)(C)C1	-5%	-5%	-1%	-1	5	3.6%	-2%	-3%	-8%
40	COCCN(C(=O)CSc1nnc(C)n1-c1ccc(C)cc1)c1c(N)n(Cc2ccccc2)c(=O)[nH]c1=O	0%	2%	-17%	-2	-4	0.5%	5%	-2%	-9%
41	Cc1cc(/C=N/Nc2ccc([N+](=O)[O-])cn2)c(C)n1-c1ccccc1	0%	-6%	-14%	3	-3	-1.7%	-6%	4%	-8%
42	CCc1ccc(NCc2cc3cc4c(cc3n(CC(=O)Nc3ccc(Cl)cc3)c2=O)OCO4)cc1	-4%	6%	?	4	11	11%	12%	-5%	-13%
43	O=C(Nc1ccc(-c2nnc(-c3ccco3)o2)cc1)C(c1ccccc1)c1ccccc1	-3%	1%	-26%	-10	-12	2.6%	11%	-6%	0%
44	Cc1nc(N)c(C#N)c(-c2cccnc2)c1C	-3%	10%	-8%	14	2	0.7%	16%[57.1 µM]	7%	-1%
45	COc1ccc(/C=C/C(=O)OCC(=O)NC2CCCC(C)C2C)c(OC)c1 (stereo not drawn)	-9%	-12%	-2%	2	-4	/	-4%	4%	1%
46	CCOc1ccc(CN(CCC#N)C(=S)NC(=O)c2ccccc2)cc1	2%	-7%	-6%	-5	-8	0.7%	2%	-1%	-6%
47	O=C(O)CCCn1cc(NC(=O)c2ccco2)cn1	0%	0%	-20%	-2	-2	1.5%	-7%	-5%	-14%
48	O=S(=O)(c1cccc(-c2nnc(SCc3ccc(Cl)cc3)o2)c1)N1CCCCC1	0%	3%	-11%	0	-2	-0.1%	-2%[2.29 µM]	-4%	/
49	CN(CC(=O)Nc1ccc(S(N)(=O)=O)cc1)c1ccccc1	1%	-4%	5%	-5	7	-0.3%	-6%	-6%	0%
50	Cc1cccc(NS(=O)(=O)c2cccc(C(=O)NCC(c3ccco3)N(C)C)c2)c1 (stereo not drawn)	-3%	7%	-29%	-3	0	0.1%	9%[57.1 µM]	-2%	-3%

# Next section:
no.	structure	Vif-A3G inh	mIDH1 inhibitor	USP1 inh	PI4K2A inh	LDHA inh	RXFP1 ag	TrxR1 substrate	Glioma ERSR ind	Vif-APOBEC3F blk
51	c1ccc(-c2ccc(CN3CCSCC3)cc2)cc1	-1%	9%	-3%	3	-9	1.3%	-1%	-1%	-17%
52	Cc1onc(-c2ccccc2)c1C(=O)Nc1ccc2c(C)cc(=O)oc2c1	-7%	0%	-20%	-6	-8	2.8%	50%	0%	10%
53	CC(NC(=O)C(C)N1CCN(S(=O)(=O)c2ccccc2)CC1)c1ccccc1 (stereo not drawn)	0%	1%	-9%	3	0	1.0%	2%	-3%	1%
54	COc1cc(/C=C2\SC(=Nc3ccccc3)NC2=O)cc(Cl)c1O	?	0%	?	1	9	0.5%	-5%	14%	?

# High-throughput results from PubChem BioAssay.

# This is a subset. The share of hits here may be higher or lower than overall.
